RGS7-Gao: regulators of human RGS7-Galphao interaction. P09471. Multiplexed bead flow cytometry, RGS7-Galphao binding; actives lie on both sides. binding response (% of control), % at 10 µM. 0.35% of 220,000 active. AID 1439; in the data active = binding response below about 49% or above about 150%; inconclusive = no clear call, values can overlap the other calls; inactive = in between;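 note: fluorescent Galphao held in activated GDP-AlF4 state binding bead-coupled RGS7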
Avidin fluor: compound fluoresces at 488/530 nm on avidin beads; fluorescence (KMESF) at 10 µM; compound fluorescence 488/530 nm, flow cytometry; stronger effect = higher value; 0.38% of 220,000 active; in the data active = fluorescence above about 47; note: inactives centre near 10
Mcl-1 Bim block: inhibitors of Bim-Mcl-1 interaction, human | inhibition, % at 10 µM | 0.1% of 190,000 active | Q07820 | Bead-based flow cytometry, Bim peptide-Mcl-1 binding; in the data active = inhibition above about 40%;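 note: 0% = no compound tracer wells and 100% = peptide blocker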
Target sequence (Q07820 whole entry, looked up): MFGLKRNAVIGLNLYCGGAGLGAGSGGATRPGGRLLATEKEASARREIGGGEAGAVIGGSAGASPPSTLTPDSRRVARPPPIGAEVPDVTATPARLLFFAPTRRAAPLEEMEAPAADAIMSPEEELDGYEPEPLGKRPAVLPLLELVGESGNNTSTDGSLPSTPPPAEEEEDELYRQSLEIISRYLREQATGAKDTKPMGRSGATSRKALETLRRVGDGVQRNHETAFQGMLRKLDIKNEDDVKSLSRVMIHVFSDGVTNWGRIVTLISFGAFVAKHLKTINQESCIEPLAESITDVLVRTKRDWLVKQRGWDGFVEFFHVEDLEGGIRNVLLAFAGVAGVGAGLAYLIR
Pf gametocyte: inhibitors of late stage P. falciparum gametocyte viability | P. falciparum stage V gametocytes, ATP luminescence, 24 h | inhibition, % at 10.9 µM | 0.065% of 150,000 active | AID 743093;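 active = inhibition above the mean plus 3 SD of compounds within the control limits, set per campaign, cut at about 38% in these data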;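 note: 0% = DMSO wells and 100% = medium only without gametocytes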
RGS8-Gao: human RGS8-Galphao interaction regulation; multiplexed bead flow cytometry, RGS8-Galphao binding; actives lie on both sides; response (percent of control binding), % at 10 µM; 0.34% of 220,000 active; in the data active = response below about 60% or above about 140%; inactive = in between;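 note: Galphao activated as the GDP aluminium fluoride complex binding bead-coupled RGS8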
RGS4-Gao reg: human RGS4-Galphao interaction regulation. P09471. Multiplexed bead flow cytometry, RGS4-Galphao binding; actives lie on both sides. binding response (% of control), % at 10 µM. 0.33% of 220,000 active. AID 1415; in the data active = binding response below about 49% or above about 150%; inactive = in between;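 note: fluorescent Galphao activated with aluminum fluoride binding bead-coupled RGS4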
Mcl1-Noxa inh: disrupts binding of human Mcl-1 to Noxa peptide. Q07820. TR-FRET Mcl-1/Noxa peptide binding, 2 h. inhibition, % at 21.7 µM. 1.5% of 220,000 active. AID 1022;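 active = compounds that cut the protein-peptide binding signal by more than 50% relative to plate controls in a single-dose test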;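 note: His-tagged Mcl-1 with rhodamine Noxa BH3 peptide and terbium anti-His antibody; 0% = Mcl-1 plus Noxa peptide wells and 100% = peptide-only wells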
Mcl1 Bid PPI: Mcl-1/Bid interaction inhibition. Q07820. TR-FRET Mcl-1/Bid-Dy647 peptide binding, 1536-well. inhibition, % at 21.7 µM. 0.97% of 220,000 active. AID 1021;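 active = compounds that cut the binding signal by more than half at the single screening dose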;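 note: His-tagged Mcl-1 with europium anti-His antibody binding Bid BH3 peptide; 0% = Mcl-1 plus peptide wells and 100% = peptide-only wells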
ABCG2 inh: blocks JC-1 efflux by human ABCG2 transporter; IgMXP3 cells, flow cytometry; inhibition, % at 6.6 µM; Q9UNQ0; 0.1% of 190,000 active; AID 1325;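 active = inhibition above 80%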;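 note: 0% = DMSO and 100% = nicardipine control wells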
Target sequence (Q9UNQ0 whole entry, looked up): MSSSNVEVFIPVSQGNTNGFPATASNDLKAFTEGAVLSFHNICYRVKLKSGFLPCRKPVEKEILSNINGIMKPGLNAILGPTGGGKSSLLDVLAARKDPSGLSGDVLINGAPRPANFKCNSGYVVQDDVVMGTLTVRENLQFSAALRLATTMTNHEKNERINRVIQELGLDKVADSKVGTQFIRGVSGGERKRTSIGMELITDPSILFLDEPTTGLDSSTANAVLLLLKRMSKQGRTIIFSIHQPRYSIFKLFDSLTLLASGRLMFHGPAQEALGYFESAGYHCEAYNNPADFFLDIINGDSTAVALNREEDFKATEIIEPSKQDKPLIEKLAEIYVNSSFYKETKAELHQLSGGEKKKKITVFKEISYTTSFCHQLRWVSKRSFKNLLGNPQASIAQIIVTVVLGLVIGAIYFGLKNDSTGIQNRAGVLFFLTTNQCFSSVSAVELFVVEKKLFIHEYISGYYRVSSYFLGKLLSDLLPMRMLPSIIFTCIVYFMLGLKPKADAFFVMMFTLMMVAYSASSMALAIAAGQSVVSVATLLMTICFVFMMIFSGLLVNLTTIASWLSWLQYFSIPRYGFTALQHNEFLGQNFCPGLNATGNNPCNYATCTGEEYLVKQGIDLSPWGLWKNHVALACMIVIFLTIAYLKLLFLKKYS
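Test system: IgMXP3 (ABCG2) plus far-red-tagged CCRF-Adr (ABCB1) cells / Amount: 3 million cells/mL in well / Reagent: JC-1 transporter substrate / Timing: 10 min compound exposure, 25 °C / Signal: flow cytometry, 530 nm JC-1 signal / Read-out: percent efflux inhibition, scaled nicardipine 100% to DMSO 0% / Benchmarks: nicardipine as high control, DMSO as low control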
ABCB1 block: human ABCB1 inhibition, ABCG2 as counter-screen; P08183; CCRF-Adr cells, JC-1 efflux, flow cytometry; inhibition, % at 6.6 µM; 0.067% of 190,000 active; in the data active = inhibition above about 40%;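 note: 0% = vehicle and 100% = reference inhibitor; higher value means more JC-1 retained so stronger ABCB1 efflux block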
GSH bead fluor: GSH bead compound fluorescence profile; AID 1776; fluorescence (KMESF) at 10 µM; GSH beads flow cytometry, compound fluorescence 488/530 nm; stronger effect = higher value; 0.25% of 190,000 active; in the data active = fluorescence above about 89;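 note: glutathione beads carrying GST-tagged Bcl family fusion proteins plus one bare bead set; values are compound well signal with DMSO vehicle wells as background; inactives centre near 16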
The depositor's hits bear a star; ? = inconclusive; / = not tested or not shown.

Every second line gives: RGS7-Gao	Avidin fluor	Mcl-1 Bim block	Pf gametocyte	RGS8-Gao	RGS4-Gao reg	Mcl1-Noxa inh	Mcl1 Bid PPI	ABCG2 inh	ABCB1 block	GSH bead fluor
Cc1cc(=O)n2[nH]c(-c3ccsc3-n3c(C)ccc3C)cc2n1
 : ?	6	/	-36	98	88	97*	-87	/	/	/
Cc1cccc2c1CC(C)(C)N=C2C1=C(O)CC(C)(C)CC1=O
 : 110	18	0	-9	107	108	5	3	0	0.2	9
FC(F)(F)c1cnc(NNC(=S)Nc2ccc(Cl)cc2)c(Cl)c1
 : 94	2	-3	14	101	95	-41	-63	-8	-0.9	7
Cc1cc(Sc2ncnc(N)c2[N+](=O)[O-])ncn1
 : ?	9	2	/	100	103	36	16	16	-0.3	13
CCCC(=O)NC1=C(C#N)C2(CCCCC2)Cc2ccccc21
 : 100	16	0	-4	99	101	-25	-11	3	0.3	44
CNC(=S)NNC(=O)Cn1ccc(C)n1
 : 102	7	-2	5	103	102	-16	-32	1	-0.1	11
O=C1CCCC2=C1C(c1ccccc1)CC(=O)N2c1ccccc1 (centres undefined)
 : 101	7	-1	-17	103	99	-14	9	0	0.2	19
Cn1c(NCCCO)nc2c1c(=O)n(Cc1ccccc1F)c(=O)n2C
 : 89	2	-1	-18	97	87	1	-20	2	0.3	43
O=C(NNc1c(Cl)cncc1Cl)c1sccc1Cl
 : ?	3	/	15	101	98	-3	-15	/	/	/
O=C(O)/C=C/C(=O)N(Cc1ccc2c(c1)OCO2)C1CC(=O)N(CCc2ccccc2)C1=O (centres undefined)
 : 97	10	-6	14	102	103	5	-20	4	0.4	26
N#Cc1c(/N=C/c2cccs2)sc2c1CCCCC2
 : 100	12	0	-21	103	102	7	-1	47	0.3	36
COC(=O)c1ccccc1NC(=O)Nc1ccc2c(c1)OCO2
 : 104	9	1	-22	102	102	-7	-12	1	0.2	10
CC(C)N1C(=S)SC2CS(=O)(=O)C=C21 (centres undefined)
 : 100	8	0	/	101	104	9	-23	0	-0.1	5
CCC(c1nnnn1C(C)(C)C)N1CCN(c2cc(Cl)ccc2C)CC1 (centres undefined)
 : 89	11	3	0	92	91	4	-17	9	2.9	59
O=C(NN=C(Cc1ccccc1)Cc1ccccc1)C1CC1
 : 98	14	-1	-7	100	99	-1	-23	1	0.8	10
NS(=O)(=O)c1ccc(NC(=O)COC(=O)c2ccc3c(c2)OCCO3)cc1
 : ?	11	-3	1	102	104	6	-6	0	0.1	15
Cc1nnc(NC(=O)CSc2ncc(-c3ccccc3)[nH]2)s1
 : ?	7	/	-6	100	102	14	-52	/	/	/
CCOC(=O)/C(N=Nc1ccc(Cl)cc1)=C(/O)c1ccc([N+](=O)[O-])cc1
 : 95	8	0	-3	104	102	19	5	2	0.2	10
CCCCNS(=O)(=O)c1ccc2nc(-c3cccnc3)cc(C(=O)NC3CCCC3)c2c1
 : ?	/	/	13	100	92	2	-34	/	/	/
CC(C)C(=O)c1cn(CC(=O)NCC2CCCO2)c2ccccc12 (centres undefined)
 : 95	5	0	-13	95	94	-8	11	5	1.3	19
O=C1/C(=C/Nc2cccc([N+](=O)[O-])c2)CCc2ccccc21
 : 99	13	2	4	99	101	20	-33	44	1.1	3
CCCCNC(=O)CCCCC(=O)N/N=C/c1ccccc1Cl
 : 91	14	-2	/	96	91	17	-9	39	1.1	11
Cc1c(C(=O)N2c3ccccc3Sc3ccccc32)cccc1[N+](=O)[O-]
 : 92	16	-2	-2	96	91	12	0	15	1.5	15
Cc1c(NC(=O)CN2CCCC(C)C2)ccc2nsnc12 (centres undefined)
 : 101	18	-1	-5	103	103	40	-14	-2	0.4	13
C=C(C)c1cccc(C(C)(C)NC(=O)NCc2cccnc2)c1
 : 106	14	0	-7	104	102	0	-37	2	0.5	13
Cn1c(C(=O)Nc2ccccc2)cc2sccc21
 : 92	36	-4	/	96	96	3	-25	0	0.2	18
Cc1ccsc1-c1nc(CSCC(=O)N2CCN(c3ccccc3)CC2)c(C)o1
 : 97	7	-4	/	102	100	4	-25	1	0.8	26
Cc1cccc(OCC(=O)Nc2cc(C)on2)c1
 : 101	31	-5	/	102	100	9	6	2	1.3	13
CSc1n[nH]c(=O)n1-c1cccc(Cl)c1
 : ?	6	/	10	103	105	15	-2	/	/	/
C=CCc1cc(Cl)ccc1OC(=O)Nc1cccc(Cl)c1
 : ?	11	/	14	99	98	-6	3	/	/	/

A different layout for some results above:
Compound,RGS7-Gao,Avidin fluor,Mcl-1 Bim block,Pf gametocyte,RGS8-Gao,RGS4-Gao reg,Mcl1-Noxa inh,Mcl1 Bid PPI,ABCG2 inh,ABCB1 block,GSH bead fluor
Cn1c(NCCCO)nc2c1c(=O)n(Cc1ccccc1F)c(=O)n2C,89,2,-1,-18,97,87,1,-20,2,0.3,43
O=C(NNc1c(Cl)cncc1Cl)c1sccc1Cl,?,3,/,15,101,98,-3,-15,/,/,/

(next part)
Every second line gives: RGS7-Gao	Avidin fluor	Mcl-1 Bim block	Pf gametocyte	RGS8-Gao	RGS4-Gao reg	Mcl1-Noxa inh	Mcl1 Bid PPI	ABCG2 inh	ABCB1 block	GSH bead fluor
CCOC(=O)c1ccccc1NC(=O)CSc1nc2ccccc2o1
 : 99	9	1	/	98	99	2	-7	6	0.5	31
CC(C)N(C)C1CCN(C(=O)Nc2ccc(Cl)c(Cl)c2)CC1
 : 100	38	-6	-18	100	100	-1	-11	0	0.3	28
CCC1=Nc2ccccc2-c2nnc(SC)nc2O1
 : 103	11	0	-11	107	105	18	-5	8	0.3	8
COc1ccc(CNCCNC(=O)c2cccs2)cc1OC
 : 97	25	0	2	99	98	34	46	4	0.6	11
COc1cc(C=O)c(Br)cc1OCC(=O)NCCc1ccccc1
 : 109	11	0	-27	103	102	14	-30	13	0.5	13
O=C(NC(=S)N1CCN(c2ccc([N+](=O)[O-])cc2)CC1)c1ccc(F)cc1
 : 100	14	0	-6	99	99	17	-48	8	0.4	3
CCOC(=O)c1ccc(NC(=O)N2CCN(c3ccccc3OC)CC2)cc1
 : ?	10	0	16	98	99	1	-25	6	0.9	20
C=CCn1c(SCc2nc3ccccc3nc2C)nnc1-c1ccoc1C
 : 106	13	2	/	96	105	-5	-30	2	0.4	15
C=CCSc1n[nH]c2nc3c(c(=O)n12)C1(CCCC1)Cc1ccccc1-3
 : 96	13	-4	/	98	99	21	-28	2	-0.2	34
O=C(CSc1nnc(Cc2ccccc2)n1C1CCCCC1)N1CCOCC1
 : 101	15	0	/	103	100	1	-33	2	0.9	49
CCn1nnnc1SCC(=O)c1ccc(NC(C)=O)cc1
 : 100	11	0	/	98	100	1	-7	3	-0.4	9
CCN(CC)S(=O)(=O)c1cccc(C(=O)N/N=C(\C)c2ccc(O)cc2O)c1
 : 89	9	1	-77	94	90	5	-16	-1	-0.5	14
O=C1N(c2cccc(Cl)c2)C(c2ccccc2)N2CCCN12 (centres undefined)
 : 96	7	-6	-22	99	100	-4	-9	5	0.7	18
CNC(=O)Nc1cccc(NC(=O)NC)n1
 : 98	29	1	/	102	101	5	0	0	0.2	22
Clc1cccc(-c2nn3c(Cn4cnc5ccccc54)nnc3s2)c1
 : 108	14	-11	/	98	101	28	10	9	0.3	11
O=c1c2ccccc2nnn1CSc1ccc2ccccc2n1
 : 98	12	0	/	101	91	5	-24	8	1.2	21
CCOc1cc(C(=O)NC(=S)Nc2cccnc2)cc(OCC)c1OCC
 : 93	11	-2	-2	100	97	16	-32	-2	0.8	15
CC(O)CNCCNCc1cccs1 (centres undefined)
 : ?	9	1	21	101	104	11	-19	3	0.4	19
O=C(CNC(=O)c1cnccc1C(F)(F)F)c1cccc(Cl)c1
 : ?	5	/	6	94	91	-4	21	/	/	/
CCOC(=O)c1sc(C)c2c(=O)n(CC(=O)c3ccc(Br)cc3)nnc12
 : 98	7	0	-10	101	99	-10	3	0	0.2	19
COc1ccc(Cc2nc(C(=O)Nc3ccc(Cl)cc3)cs2)cc1
 : 103	9	0	/	105	105	6	7	1	0.2	40
NS(=O)(=O)c1ccc(CNC(=O)CSc2ccccc2)cc1
 : 101	5	-1	-18	99	97	4	-31	2	0.2	20
CCc1ccc(-c2nn(Cc3ccccc3)cc2/C=C/C(=O)O)cc1
 : 102	37	-2	11	101	100	-22	-13	1	0.2	20
CC(C)(C)c1cc(C(=O)NNc2cc(C(F)(F)F)ccc2Cl)n(Cc2ccccc2)n1
 : ?	7	/	-21	97	100	1	2	/	/	/
CCN(CC)CCSc1nc(O)c(-c2ccccc2)c(=O)n1-c1ccccc1
 : 101	10	2	-18	100	98	18	-27	5	1.7	10
O=C(CSCC(=O)N1CCCc2ccccc21)Nc1nc(-c2ccccc2)cs1
 : /	/	-1	/	/	/	3	1	5	2.0	17
O=C(O)CCC(=O)Nc1ccc(Br)cn1
 : 94	8	0	7	99	92	2	-2	1	0.5	52
O=C1c2ccccc2C(=O)N1CNc1ccccc1
 : 97	12	-2	/	100	98	9	-37	1	0.5	25
COc1ccccc1NC(=O)/C=C1\NC(=O)CS1
 : 104	20	-3	/	99	101	3	-2	1	0.0	7
Cc1nc(C)c(-c2ccnc(/N=C/NO)n2)s1
 : ?	9	/	-6	94	82	-6	-8	/	/	/
O=C(NCc1cccnc1)c1cccc(NC(=O)c2ccco2)c1
 : 101	36	0	/	105	104	21	6	3	0.1	24
O=C(c1nnc(-c2ccncc2)o1)c1ccccc1Cl
 : 103	4	3	/	100	101	-16	-27	0	-0.1	28
O=c1c2[nH]c3ccc(F)cc3c2nc2n1CCS2
 : ?	11	4	-15	102	102	11	2	14	1.2	13
CCOc1ccc(NC(=O)/C(=C\c2ccc(OC(C)=O)c(OC)c2)NC(C)=O)cc1
 : 111	14	-3	-14	106	107	11	-36	0	0.2	5
O=C(CSc1ccccc1)Nc1ccc(N2CCOCC2)cc1
 : 96	8	-13	/	102	103	15	-64	4	-0.2	49
COc1ccccc1/C=C/C=N/NC(=O)CCC1C(=O)NN=C1C (centres undefined)
 : 90	7	-7	-13	78	97	10	-45	-9	-1.5	17
CCOC(=O)N1CCC(N2C(=O)c3ccc(C(=O)Nc4ccc(F)cc4F)cc3C2=O)CC1
 : 99	6	1	/	101	104	8	-8	4	0.7	19
CCCN1C(=O)SC(CC(=O)Nc2ccc(Br)cc2)C1=O (centres undefined)
 : 96	13	-1	-10	99	99	-2	-32	8	0.4	24
COc1cc(/C=C2/S/C(=N/S(=O)(=O)Cc3ccccc3)NC2=O)c([N+](=O)[O-])cc1OC
 : ?	3	/	9	100	100	19	-14	/	/	/
Cc1cccc(-[n+]2c(-c3cccc(Br)c3)[nH]c3nc4ccccc4nc32)c1
 : ?	6	/	-6	99	101	-2	-13	/	/	/
Cn1c(C(=O)O)c(CC(=O)Nc2ccc3c(c2)OCCO3)c2ccccc21
 : 100	26	-5	/	101	101	0	-17	-2	-1.0	20
COCCNC(=S)N(CCc1c(C)[nH]c2ccc(C)cc12)Cc1cc(OC)c(OC)c(OC)c1
 : /	/	-1	/	/	/	8	-8	4	2.7	16
